Bioassay records (PubChem BioAssay)
PriA SSB inh: inhibitors of Klebsiella pneumoniae PriA binding to SSB C-terminal tail, primary screen, biochemical, AlphaScreen; PriA–SSB C-terminal tail interaction (Klebsiella pneumoniae); AlphaScreen SSBct-PriA binding, biotinylated peptide; inhibition, % at 33 µM; 430,000 compounds, 0.6% hits; AID 1272365, 2023; in the data active = inhibition mostly above about 37%, no sharp cut-off; inactive = mostly below about 20%;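 also: plate controls were negative control peptide for no effect and reference peptide for full effect; strong numbers were not always called active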
BioA inh: M. tuberculosis BioA enzyme inhibitors, primary screen, biochemical, plate reader, single point, HTS | 7,8-diaminopelargonic acid synthase BioA (Mycobacterium tuberculosis) | purified M. tuberculosis BioA enzyme | inhibition, % at 9.99 µM | 360,000 compounds, 0.096% hits | AID 602481, 2012; in the data active = inhibition above about 40%
MazF activator: activators of E. coli MazEF toxin-antitoxin RNase, primary screen, biochemical, fluorescence, uHTS. FAM/BHQ RNA-DNA oligo cleavage fluorescence, 5 h. activation, % at 20 µM. 350,000 compounds, 0.32% hits. AID 504720, 2011; in the data active = activation above about 50%
VHR inh abs: VHR1 phosphatase inhibitors, primary screen, biochemical, absorbance, uHTS | Dual specificity protein phosphatase 3 (Homo sapiens), P51452 | recombinant VHR phosphatase, pNPP absorbance | inhibition, % at 13.3 µM | 290,000 compounds, 0.52% hits; in the data active = inhibition above about 50%; also: some compounds called inactive have numbers as strong as hits
Target sequence (P51452 whole entry, looked up): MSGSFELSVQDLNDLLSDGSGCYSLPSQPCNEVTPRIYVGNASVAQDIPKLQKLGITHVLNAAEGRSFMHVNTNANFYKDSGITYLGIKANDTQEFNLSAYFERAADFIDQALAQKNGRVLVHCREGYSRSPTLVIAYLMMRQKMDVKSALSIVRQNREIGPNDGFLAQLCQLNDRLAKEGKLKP
Rv3671c protease: Rv3671c serine protease inhibitors, primary screen, biochemical, fluorescence polarization, M. tuberculosis H37Rv; P9WHR9; inhibition, % at 5.96 µM; 320,000 compounds, 0.048% hits; AID 2606, 2010; in the data active = inhibition above about 38%;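 also: extracellular domain of Rv3671c used as enzyme; 0% = enzyme with DMSO and 100% = no enzyme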
BH1578 lux ind: inducers of Vibrio cholerae quorum light production without autoinducers, primary screen, BH1578 luxS cqsA deficient, single point. 350,000 compounds, 0.16% hits. V. cholerae BH1578 lux reporter, luminescence, 6 h. AID 588436, 2011. activation, % at 18.7 µM; in the data active = activation mostly above about 9.7%, no sharp cut-off; also: not every result past the cut was called active; inactives centre near 0; reference of the scale not given here
Mtb UGM inh: M. tuberculosis UGM enzyme inhibitors, primary screen, biochemical, fluorescence polarization, single point; UDP-galactopyranose mutase (Mycobacterium tuberculosis (strain ATCC 25618 / H37Rv)), …; purified UGM, fluorescence polarization probe displacement; inhibition, % at 10 µM; 320,000 compounds, 0.06% hits; AID 504406, 2011; in the data active = inhibition above about 10%, passing the limit was not always enough
Target sequence (P9WIQ1 whole entry, looked up): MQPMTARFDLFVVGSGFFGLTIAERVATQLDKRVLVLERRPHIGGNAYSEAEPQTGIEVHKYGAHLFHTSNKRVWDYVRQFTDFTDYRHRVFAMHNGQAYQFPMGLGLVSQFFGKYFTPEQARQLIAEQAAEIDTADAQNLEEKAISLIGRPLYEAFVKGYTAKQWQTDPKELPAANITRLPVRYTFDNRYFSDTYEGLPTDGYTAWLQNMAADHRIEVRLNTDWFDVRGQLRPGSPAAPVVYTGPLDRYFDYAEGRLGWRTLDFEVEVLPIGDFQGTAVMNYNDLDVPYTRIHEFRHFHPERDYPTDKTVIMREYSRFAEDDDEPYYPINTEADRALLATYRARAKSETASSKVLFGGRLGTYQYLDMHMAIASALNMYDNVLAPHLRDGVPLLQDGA
SARS 3CLpro inh: SARS-CoV 3CLpro protease inhibitors, primary screen, biochemical, quenched FRET; recombinant SARS-CoV 3CLpro, quenched FRET peptide cleavage; Replicase polyprotein 1ab (Severe acute respiratory syndrome coronavirus), P0C6X7; AID 1706, 2009; 290,000 compounds, 0.14% hits; inhibition, % at 6 µM; in the data active = inhibition above about 12%
Mtb FBA inh: Mtb FBA enzyme inhibitors, primary screen, biochemical, fluorescence, strain H37Rv. Fructose-bisphosphate aldolase (Mycobacterium tuberculosis (strain ATCC 25618 / H37Rv)), …. purified M. tuberculosis FBA, fluorescence read-out. inhibition, % at 1 µM. 360,000 compounds, 2.3% hits; in the data active = inhibition above about 27%;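 also: 0% = vehicle and 100% = reference inhibitor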
Target sequence (P9WQA3 whole entry, looked up): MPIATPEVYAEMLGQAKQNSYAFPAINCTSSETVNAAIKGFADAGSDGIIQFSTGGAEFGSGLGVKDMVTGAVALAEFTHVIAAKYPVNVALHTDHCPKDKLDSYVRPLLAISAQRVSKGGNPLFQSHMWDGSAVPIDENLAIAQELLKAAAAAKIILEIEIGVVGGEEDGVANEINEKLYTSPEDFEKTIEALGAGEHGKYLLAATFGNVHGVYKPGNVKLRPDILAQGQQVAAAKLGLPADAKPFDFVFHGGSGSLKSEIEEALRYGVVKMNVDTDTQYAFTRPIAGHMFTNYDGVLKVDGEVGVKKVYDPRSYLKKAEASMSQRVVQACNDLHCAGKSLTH
GDH-TPI counter: GDH-TPI coupling enzyme inhibitors, primary screen, artefact control for M. tuberculosis FBA inhibitor project, biochemical, absorbance, full deck | AID 588335, 2011 | GDH-TPI coupled enzyme counterscreen, NADH absorbance | inhibition, % at 4.8 µM | 360,000 compounds, 1.2% hits; in the data active = inhibition above about 30%;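 also: 0% = DMSO wells and 100% = wells lacking the enzyme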
* hit, by the source's call; i = inactive; / = no result given; & = joins results of further samples.

SMILES	PriA SSB inh	BioA inh	MazF activator	VHR inh abs	Rv3671c protease	BH1578 lux ind	Mtb UGM inh	SARS 3CLpro inh	Mtb FBA inh	GDH-TPI counter
CC(C)c1ccc(NC(=O)CNS(=O)(=O)c2ccc(F)cc2)cc1	-3.1	0.0	12.2	5.1	2.3	5.6	1.3	-4.7	-4.0	-4.4
Cc1ccc(Cl)c(OCC(=O)Nc2sc(C)c(C)c2C#N)c1	-15.8	1.2	0.5	-8.8	-8.4	0.0	-2.0	1.0	1.6	14.8
CCn1c(SCC(=O)Nc2ncc(C(F)(F)F)cc2Cl)nnc1-c1cccc(C)c1	-11.6	1.5	3.3	46.3	-7.2	-0.3	-2.3	-2.4	2.6	-0.8
COc1ccnc(Oc2ccc3ccccc3c2)c1C#N	0.5	/	3.0	23.7	-0.2	i	-1.0	2.5	-6.3	-10.0
NC1(N)OC(CN2C(=O)c3ccccc3C2=O)CS1 (configuration not stated)	-7.2	1.5	5.3	15.1	2.9	i	0.5	0.8	8.5	4.3
O=C1CSc2nc3ccccc3n21	6.0&-11.6	-1.6	-13.3	-4.6	3.6	-0.4	/	-3.0	0.6	9.5
CCCNC(=O)Cn1c(=O)n(CC(=O)N2CCCCC2)c(=O)c2sccc21	-3.8	/	4.0	55.5*	5.4	i	3.7	1.0	2.2	8.3
COc1ccc(S(=O)(=O)N2c3ccccc3NC(=O)CC2C)cc1 (configuration not stated)	-18.3	-0.9	-17.9	36.6	-6.5	i	3.2	-0.2	-0.7	0.7
Cc1nn(C(C)(C)C)c(NC(=O)c2ccc(Cl)cc2Cl)c1Br	-1.4	-0.5	0.6	-4.0	4.5	i	-0.9	-4.3	4.3	1.5
CCCNC(=O)N1[C@H]2CC[C@@H]1C(C(=O)OC)=C(c1cc3ccccc3s1)C2	-9.7	3.0	12.3	/	-6.3	-2.9	0.2	/	1.0	-3.4
CC(SC1CCCC1)C(=O)Nc1ccnn1C(C)C (configuration not stated)	-7.8	0.1	5.9	29.0	-5.5	0.1	0.3	-2.1	-1.6	-12.4
COCCNC(=O)c1ccccc1NC(=O)c1cccc([N+](=O)[O-])c1C	-12.4	/	2.5	5.6	5.3	-3.1	2.5	1.4	-0.3	0.6
CC1(C)Cc2c(C#N)c(N)sc(=S)c2CO1	-5.8	-2.1	-1.3	29.9	3.3	i	-1.0	-3.5	0.9	-0.4
Cc1ccc(C)c(-n2nnnc2SCC(=O)c2ccc3c(c2)NC(=O)CO3)c1	2.4	0.5	2.7	21.3	-45.3	-0.2	0.1	2.9	1.0	2.3
CC1CCN(C(=O)Cn2c3ccc(F)cc3c3nc4n(c(=O)c32)CCCS4)CC1	-12.1	-5.0	9.1	7.1	2.3	-0.2	-0.9	-4.0	7.2	5.9
Cc1ccc(S(=O)(=O)N2CCN(C(=O)COC(=O)CNC(=O)c3ccccc3F)CC2)c(C)c1	-7.9	0.6	-23.7	/	/	i	/	/	3.4	6.3
CCc1ccc2[nH]c3nc(SCC(=O)NNC(=O)c4ccc(C(C)(C)C)cc4)nnc3c2c1	-11.0	2.4	2.2	9.7	1.3	-0.3	-1.9	-3.6	1.7	-5.3
O=C(Nc1ccc(-c2nc3cccnc3s2)cc1)c1ccco1	2.0&-6.9	-3.6	-7.1	12.0	-39.7	-0.5	-0.7	-0.9	28.8*	27.9
CCSc1nnc(NC(=O)C2Cc3ccccc3CN2C(=O)c2ccco2)s1 (configuration not stated)	0.5	-1.2	-1.4	18.7	-3.2	i	1.1	4.4	-1.1	9.9
Cc1ccn2cc(CNC(=O)c3ccc(Br)o3)nc2c1	-0.9	0.5	-8.0	10.7	-2.2	-0.2	3.8	-1.6	0.5	3.4
CC(CN1CCCC1)OC(=O)Cc1ccc(Cl)cc1 (configuration not stated)	-17.0	-0.4	10.1	-34.7	3.8	-0.8	-2.0	-4.3	6.0	14.7
Cc1cc(C)n(CC(=O)NNC(=O)C2CC(=O)N(Cc3ccccc3Cl)C2)n1 (configuration not stated)	-9.9	0.4	3.4	6.2	-4.3	i	1.1	-0.6	1.7	0.7
O=C(CCN1C(=O)S/C(=C\C=C\c2ccccc2)C1=O)Nc1ccc(O)cc1	-12.3	-1.8	2.6	3.9	-9.2	i	1.5	-5.0	-0.9	25.2
COC(=O)COc1ccc(/C=C2\SC(=O)N(CC(=O)Nc3ccccc3F)C2=O)cc1	-10.5	-0.7	-8.8	-6.4	-5.7	-0.2	-1.0	-2.0	0.4	5.9
Cc1ccc(/C(COc2ccccc2O)=N\O)cc1	/	1.5	3.7	-3.7	-1.5	-1.7	3.0	-0.4	1.3	-9.3

Further structures
SMILES	PriA SSB inh	BioA inh	MazF activator	VHR inh abs	Rv3671c protease	BH1578 lux ind	Mtb UGM inh	SARS 3CLpro inh	Mtb FBA inh	GDH-TPI counter
O=C(Cc1cccs1)NNC(=O)C12CC3CC(CC(C3)C1)C2	-27.8	/	11.8	16.6	9.2	-0.6	2.0	-2.2	2.8	0.0
COc1cccc(CN2CCNC(=O)C2CC(=O)NCCCC2CCCC2)c1OC (configuration not stated)	0.1	-1.0	0.2	10.1	3.3	-0.8	-1.7	0.1	2.9	1.0
CC/C(=N\NC(=S)Nc1cc(C)ccc1C)c1ccc(OC(F)F)cc1	/	/	5.9	-6.7	-3.8	-2.2	0.7	-0.1	-0.8	23.2
CN(C(=S)NC1=CCS(=O)(=O)C1)C1CCCCC1	-9.8	-0.2	6.5	-6.1	0.7	/	-0.9	-1.9	2.0	-2.2
CN1C(=O)N(C)C2(C)CC1(C)N(C)C(=O)N2C	-7.5	-1.1	-3.3	8.5	-0.6	2.3	1.5	-3.2	-1.0	7.6
Cc1ccccc1CNC(=O)Nc1cccs1	4.9	-3.4	-11.4	27.6	1.1	/	6.5	1.7	2.3	-0.6
O=C1C(=O)N(CCCN2CCOCC2)C(c2ccc(F)cc2)/C1=C(\O)c1ccc2c(c1)OCCO2 (configuration not stated)	/	-1.8	8.3	5.5	2.7	i	1.4	-1.4	0.9	8.4
COc1ccc(N(C(=O)c2ccco2)S(=O)(=O)c2ccc(F)cc2)cc1	-8.4	-0.5	0.3	7.5	-1.8	i	-2.9	-0.8	0.4	1.9
O=C(N/N=C/c1ccccc1)c1ccc(OCc2ccccc2)cc1	/	/	5.5	16.0	2.0	-0.4	-0.8	7.8	0.9	10.5
CCOC(=O)Cn1ncc2c3ccccc3n(CC(=O)OCC)c2c1=O	-1.2	-1.4	-12.0	34.4	3.9	-1.2	0.8	1.6	5.1	7.6
COc1cccc(CNC(=S)Nc2ccc3c(c2)c(=O)n(C)n3Cc2ccccc2)c1	/	0.9	/	/	/	-0.4	/	/	56.2*	6.4
COc1cc(OC)cc(C(=O)NNC(=S)Nc2ccccc2OC)c1	0.2	/	3.5	18.3	1.3	-0.4	-0.5	2.8	-0.8	13.9
CCOC(=O)c1c(N)c2cc([N+](=O)[O-])cnc2n1C	-7.2	-1.8	4.8	13.6	-2.5	-0.5	-0.5	0.9	-1.6	4.4
COC(=O)NNC(=O)C1CCC(C)CC1 (configuration not stated)	0.2	/	-16.4	-11.3	-6.2	0.0	-2.7	-4.4	1.9	-2.2
CCN(CC)C(=O)COCc1cc(-c2ccc3c(c2)OCO3)on1	-12.2	0.9	2.2	1.0	-9.5	i	0.4	1.1	1.9	-11.2
COC(=O)C1=NN(c2ccc(OC)cc2)C2C(=O)N(c3ccccc3OC)C(=O)C12 (configuration not stated)	-16.0	0.6	3.3	8.7	0.3	-0.4	0.9	1.9	-2.3	13.0
Cc1ccc(Cl)cc1-n1c(=O)cc(N2CC(C)OC(C)C2)[nH]c1=O (configuration not stated)	-9.1	-1.9	6.9	17.7	-6.5	i	0.0	5.0	-3.6	-3.8
O=C(/C=C/c1ccc(Br)cc1)c1ccc(NC2=NCCCS2)cc1	-4.3	/	-14.4	-0.1	-28.0	i	-0.6	1.0	-5.9	19.6
COc1ccccc1Oc1cn[nH]c1-c1ccc(O)cc1O	0.9	/	3.1	1.0	0.9	i	-0.6	0.3	1.9	10.2
O=C(Cn1nc(C(=O)O)c2ccccc2c1=O)Nc1ccc2c(c1)OCO2	-4.4	-1.5	4.7	20.1	12.2	-0.4	-1.9	-0.3	3.7	-2.6
CCOc1ccc(Cl)cc1S(=O)(=O)N1CCCC1	-15.6	-0.2	-1.3	4.5	5.3	i	-2.6	1.5	-0.7	-7.9
Cc1c(Cc2ccccc2)c(=O)oc2c(O)c(O)ccc12	2.2	/	-9.7	16.6	/	-0.2	/	3.7	1.4	5.0
CC(C)c1nnc(NC(=O)CCC(=O)NC2CCCCCCC2)s1	-2.9	1.8	-0.3	13.9	-5.1	2.9	0.6	2.8	2.1	1.4
CC1(C(=O)NCCc2ccccc2)Cc2c(-c3cccc(C(F)(F)F)c3)ccnc2O1 (configuration not stated)	/	0.7	/	/	/	-1.2	/	/	2.1	11.5
COCc1nnc(NC(=O)c2cc(Cl)ccc2OC)s1	-10.0	-0.5	9.0	8.3	-3.4	2.0	-1.0	-5.2	2.1	-10.9
COc1ccc(OC)c(S(=O)(=O)Nc2cc(Cl)cc(Cl)c2)c1	-7.1	-4.4	-1.4	17.8	-2.4	i	0.7	1.8	1.4	-2.8
Cc1ccccc1OCC(=O)Nc1nnc(C2CCCC2)s1	5.2	-1.4	-1.3	46.0	-12.8	i	2.1	-2.6	-2.4	-1.7
CC(C)N(C(=O)COC(=O)c1ccc(O)cc1)C(C)C	-18.4	-1.0	8.3	-5.4	0.4	i	0.3	2.0	-1.1	3.9
Fc1cccc(F)c1-n1c(CN2CCCC2)csc1=S	-3.2	/	-3.6	13.1	1.7	-3.6	-1.4	3.7	-1.4	5.5
COc1ccc(CN(C(=O)c2ccco2)C2CC(C)N(C)CC2C)cc1 (configuration not stated)	-4.9	-1.0	10.1	-2.3	-4.9	i	-1.8	1.4	-1.2	-8.2

Some of the compounds tested (hit frequency here may not be typical).
